# BRCA1 expr act: qHTS Assay to Identify Small Molecule Activators of BRCA1 Expression. MCF7-BRCA1-FFLuc reporter, luminescence, 48 h; response scale: scaled: vehicle 0%, 10 µM genistein 100%. Potency, µM (series often up to 46.1 µM), inactives show top-dose activation, actives largely listed as activators. 380,000 compounds, 1.1% hits; note: nearly all actives have a fitted effect of over 80% in size; some results filed as inactive show a strong effect at the top dose
#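 MCF7 cells carrying a BRCA1-firefly luciferase reporter (2000 cells/well, phenol-red free MEM) were attached for 2 h at 37 °C, then given compounds for 48 h. Luminescence was read 15 min after luciferase reagent; activity normalized to genistein (10 microM) and DMSO.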
# MBNL1 CUG block: qHTS Assay for Inhibitors of MBNL1-poly(CUG) RNA binding; Muscleblind-like protein 1 (Homo sapiens), Q9NR56; TR-FRET MBNL1-His/biotin-(CUG)12 binding, 665/545 ratio; Potency, µM (top dose mostly 57.5 µM), without a hit: at the highest dose activity change, negative = inhibition, most hits filed as inhibitors; 280,000 compounds, 0.036% hits; active = well fitted inhibition curve with a large enough effect in the signal ratio, with a control signal flat, not every such curve was filed as active; inconclusive = small, poorly fitted or top-dose-only effect, or effect the other way, or a change in a side signal; inactive = no such curve, though single readings can be large or run the other way; the % refers to the signal ratio; note: % is set by controls: 0 for no effect and ±100 for the full control effect
# Target sequence (Q9NR56 whole entry, looked up): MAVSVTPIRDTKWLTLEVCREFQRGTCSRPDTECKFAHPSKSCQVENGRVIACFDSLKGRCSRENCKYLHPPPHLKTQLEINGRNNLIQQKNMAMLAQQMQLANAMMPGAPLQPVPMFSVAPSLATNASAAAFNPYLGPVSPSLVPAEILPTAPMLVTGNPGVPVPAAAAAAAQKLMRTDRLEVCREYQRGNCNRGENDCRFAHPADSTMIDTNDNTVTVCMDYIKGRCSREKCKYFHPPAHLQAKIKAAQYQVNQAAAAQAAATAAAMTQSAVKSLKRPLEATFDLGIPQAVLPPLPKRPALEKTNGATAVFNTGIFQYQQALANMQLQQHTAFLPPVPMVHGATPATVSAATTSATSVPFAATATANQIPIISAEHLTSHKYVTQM
#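 Ratiometric TR-FRET (665 over 545 nm, excitation 340 nm) tracks disruption of MBNL1-His/biotin-(CUG)12 complex after 60 min at room temperature, with compounds at 92 nM to 58 uM final.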
# Gal4-VP16 FLuc: VP16 counterscreen qHTS for inhibitors of ROR gamma transcriptional activity; Drosophila S2 Gal4-VP16 UAS-luciferase, luminescence, 20 h; Potency, µM (highest dose often 53.6 µM), without a hit: top-dose activity, negative = inhibition, most hits filed as inhibitors; 310,000 compounds, 3.5% hits; AID 2546, 2010;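 note: Gal4-VP16 expression switched on by copper sulfate through the metallothionein promoter; % is set by controls: 0 for no effect and ±100 for the full control effect; nearly all actives have a fitted effect of over 50% in size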
# ELG1 genotoxic: qHTS screen for small molecules that induce genotoxicity in human embryonic kidney (HEK293T) cells expressing luciferase-tagged ELG1 | HEK293T ELG1-luciferase reporter, luminescence, 16 h | Potency, µM (top dose mostly 46 µM), for inactives: top-dose activity change, positive = activation, actives largely listed as activators | 330,000 compounds, 1.3% hits | AID 504466, 2011; note: % of control where 0% means no effect; nearly all actives have a fitted effect of over 60% in size
#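 After overnight (16 hr) compound treatment at 37 °C, ELG1-luciferase HEK293T cells were lysed with ONE-Glo; luminescence quantified 30 min later at room temperature.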
# NPC1 prom act: qHTS Assay for NPC1 Promoter Activators | Huh7 NPC1 promoter luciferase reporter, 24 h | Potency, µM (highest dose often 9.22 µM), without a hit: at the highest dose activation, usual class: activators | 320,000 compounds, 2.4% hits | AID 485313, 2010;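 note: % of control where 0% means no effect; nearly all actives have a fitted effect of over 60% in size; reporter is driven by a mutant NPC1 promoter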
#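 Compounds in DMSO were transferred onto Huh7 NPC1-luciferase reporter cells pre-incubated 2 h; after 24 h at 37 °C, Amplite reagent was dispensed and luminescence recorded 10 min later.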
# RORgamma inh: qHTS for inhibitors of ROR gamma transcriptional activity; Nuclear receptor ROR-gamma (Mus musculus), P51450; 310,000 compounds, 5.4% hits; Potency, µM (doses to about 53.6 µM), inactives show at the top dose activity change, negative = inhibition, hits mostly inhibitors; AID 2551, 2010; Drosophila S2 Gal4-RORgamma UAS-luciferase reporter, 20 h; note: % is set by controls: 0 for no effect and ±100 for the full control effect; nearly all actives have a fitted effect of over 60% in size
#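 Stably transfected Drosophila Schneider cells are the test system, with ROR gamma fused to Gal4 and luciferase under UAS control; luminescence is read after 20 hr of 700 uM copper sulfate induction at ambient temperature.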
# uPA surface inh: qHTS for Inhibitors of Cell Surface uPA Generation. cell surface uPA generation assay, qHTS. Potency, µM (doses to about 38.3 µM), for the others: top-dose activity change, negative = inhibition, usual class: inhibitors. 330,000 compounds, 0.31% hits. AID 540303, 2011; active = well fitted inhibition curve with a large enough effect; inconclusive = small, poorly fitted or top-dose-only effect; inactive = no such curve, though single readings can be large or run the other way; tested in mouse RAW 264.7 cells; note: % is set by controls: 0 for no effect and ±100 for the full control effect; nearly all actives have a fitted effect of over 55% in size
# Rab9 prom act: qHTS Assay for Rab9 Promoter Activators; Huh7 Rab9 promoter-luciferase reporter, luminescence, 24 h; Potency, µM (top dose mostly 9.22 µM), for the others: top-dose activation, negative = inhibition, most hits filed as activators; 320,000 compounds, 2.8% hits; note: % of control where 0% means no effect; nearly all actives have a fitted effect of over 60% in size
#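 Promoter activation is measured as luciferase luminescence in Huh7 cells stably transfected with a Rab9 promoter–luciferase construct, following 24 h compound exposure at 37 °C and 10 min reagent incubation at ambient temperature.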
# FLuc modulator: qHTS profiling assay for firefly luciferase inhibitor/activator using purifed enzyme and Km concentrations of substrates (counterscreen for miR-21 project); Luciferin 4-monooxygenase (Photinus pyralis), P08659; 360,000 compounds, 6.9% hits; Potency, µM (top dose mostly 57.5 µM), for the others: at the highest dose activity change, negative = inhibition, most hits filed as inhibitors; purified FLuc, Km substrates, luminescence inhibition;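 note: plate controls were vehicle for no effect and reference inhibitor for full effect; nearly all actives have a fitted effect of over 55% in size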
# Target sequence (P08659 whole entry, looked up): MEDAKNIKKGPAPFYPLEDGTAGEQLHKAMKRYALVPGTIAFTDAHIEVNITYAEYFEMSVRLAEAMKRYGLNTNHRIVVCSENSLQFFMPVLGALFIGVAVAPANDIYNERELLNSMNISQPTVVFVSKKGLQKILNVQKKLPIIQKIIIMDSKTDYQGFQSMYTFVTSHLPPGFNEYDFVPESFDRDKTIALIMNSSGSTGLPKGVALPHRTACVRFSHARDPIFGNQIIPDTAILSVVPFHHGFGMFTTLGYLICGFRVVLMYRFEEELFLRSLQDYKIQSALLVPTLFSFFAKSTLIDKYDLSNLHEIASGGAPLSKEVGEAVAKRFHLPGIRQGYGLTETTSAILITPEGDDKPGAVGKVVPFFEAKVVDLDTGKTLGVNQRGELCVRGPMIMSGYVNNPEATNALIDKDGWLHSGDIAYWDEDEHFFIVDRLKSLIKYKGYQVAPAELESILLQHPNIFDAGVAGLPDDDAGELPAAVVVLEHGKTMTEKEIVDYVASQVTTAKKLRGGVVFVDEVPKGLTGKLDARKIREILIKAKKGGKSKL
#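 Purified P. pyralis luciferase (10nM final) with 10uM D-luciferin and 10uM ATP (Km levels) in 50mM Tris acetate pH 7.5, 10mM Mg acetate, 0.01% Tween-20, 0.05% BSA; qHTS 6-point titration, ~60 µM downward; luminescence read.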
# p53 reactivator: qHTS assay for re-activators of p53 using a Luc reporter. H1299 p53-A138V BP100-luciferase reporter, luminescence, 24 h. Potency, µM (doses to about 92.2 µM), inactives show top-dose activity change, positive = activation, most hits filed as activators. 320,000 compounds, 0.063% hits; note: % of control where 0% means no effect; nearly all actives have a fitted effect of over 45% in size
#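 H1299 (p53-null), stable ts p53-A138V + BP100-Luc; 1000 cells/well, Opti-MEM/10% FBS; cpd 4 pt, 1:5; 24 h, 37 deg C, 5% CO2; detection reagent 10 min RT; luminescence.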
# Active calls of the source: *; ? = inconclusive; . = no result given; [ ] = remark or other dose. Unless noted, calls come from the whole dose curve; as a rule, active = well fitted curve in the direction sought with a large enough effect; inconclusive = small, poorly fitted or top-dose-only effect, or another doubt; inactive = no such curve, though single readings can be large; an effect the other way counts as inactive or inconclusive. Potency is the fitted concentration of half-maximal effect.
SMILES,BRCA1 expr act,MBNL1 CUG block,Gal4-VP16 FLuc,ELG1 genotoxic,NPC1 prom act,RORgamma inh,uPA surface inh,Rab9 prom act,FLuc modulator,p53 reactivator
COc1ccc2oc(C(=O)OCC(=O)N(C)CC(=O)Nc3ccc(C)cc3)c(C)c2c1,14%,.,.,2%,0%,.,1%,-8%,?,29%
O=C(COC(=O)C(Cc1ccccc1)NC(=O)c1ccccc1)c1ccccc1 (stereo not given),14%,-13%,-11%,-2%,-3%,-5%,-1%,0%,?,9%
CN(C)c1ccccc1C(=O)N1CCCC(C(=O)c2ccc3ccccc3c2)C1 (stereo not given),-73%,3%,4%,-8%,-1%,?,4%,-1%,0%,-6%
O=C(COC(=O)/C=C/c1ccccc1Cl)NC(=O)Cc1ccccc1,-58%,.,-1%,1%,0%,16%,0%,-2%,0%,1%
Cn1nc(-c2ccccc2)cc1NC(=O)Nc1ccccc1F,56%,-5%,-20%,7%,29%,0%,14%,?,?,2%
CC(O)c1c(OCc2ccccc2)ncnc1OCc1ccccc1 (stereo not given),-15%,0%,-6%,-14%,5%,39%,4%,-4%,-2%,4%
Cc1ccc(S(=O)(=O)NCCNc2ccccc2[N+](=O)[O-])cc1,-3%,?,-10%,2%,-7%,16%,.,-6%,-17%,3%
Cc1nc(SCC(=O)Nc2cccc(Cl)c2)n[nH]1,2%,3%,4%,3%,-6%,0%,-2%,-1%,4%,-8%
Cn1c(=O)c2c(-c3ccccc3)n(-n3cnnc3)cc2n(C)c1=O,-10%,2%,?,1%,9%,18µM*,-15%,13%,-2%,-28%
COc1cc(OC)cc(C(=O)Nc2ccc(Cn3ccnc3)cc2)c1,18%,-8%,8%,?,5%,23%,-5%,6%,?,8%
CSc1ccccc1OCc1cc(C(=O)N(C)CCn2nc(C)cc2C)no1,40%,0%,-4%,3%,8%,24%,-7%,9%,-19%,12%
O=[N+]([O-])c1cc(-c2nc(-c3ccncc3)no2)cc([N+](=O)[O-])c1,-69%,?,-18%,-4%,17%,-44%,0%,26%,3%,27%
O=c1[nH][nH]c(C(F)(F)F)c1C=Nc1cccc(Cl)c1,-9%,-8%,-6%,2%,-2%,12%,1%,4%,2%,5%
COc1ccc(OCC(O)CNC(=O)c2ccccc2)cc1 (stereo not given),7%,.,1%,0%,1%,9%,-10%,-2%,-3%,0%
CC(C)(C)c1ccc(/C=C/C(=O)NC2CCS(=O)(=O)C2)cc1 (stereo not given),1%,19%,-7%[10 µM],6%,1%,?,3%,-4%,-16%,-1%
Cc1cc(NC(=O)Cn2nc(C(F)(F)F)c3c2CCC3)no1,11%,-9%,-4%,3%,-6%,11%,-9%,-5%,5%,1%
O=C(Nc1ccc(Cl)cc1C(F)(F)F)c1ccccc1,-6%,4%,-13%,6%,-1%,22%,-7%,12%,-11%,?
CCn1c(C)c(C(C)=O)c(NCc2ccccc2)nc1=S,-9%,-6%,3%,-4%,0%,?,-4%,13%,1%,-1%
CCOc1ccc(CNC(=O)NS(=O)(=O)c2ccc(OC)cc2)cc1,7%,-1%,1%,3%,-3%,0%,.,24%,-2%,4%
CCC1(C)NC(=O)N(CC(=O)N2CCC(Cc3ccccc3)CC2)C1=O (stereo not given),-1%,.,.,-1%,1%,.,-1%,-6%,3%,-4%
CCn1c(SCC(=O)N2CCCC2)nnc1-c1ccc(N)cc1,15%,?,0%,-1%,-7%,?,-1%,-3%,8%,5%
O=C(C[C@@H]1C/C=C\C[C@@H](Cc2ccc(F)cc2)C(=O)OCCNC1=O)N[C@H](CO)Cc1ccccc1,-6%,.,.,-5%,.,.,-14%,.,.,-4%
CC(C)CC(C(=O)Nc1ccc2c(c1)OCCO2)N1C(=O)c2ccccc2C1=O (stereo not given),-6%,10%,0%,1%,0%,5%,6%,2%,-1%,-1%
CCOc1ccc(S(=O)(=O)NCCC(=O)NCc2ccncc2)cc1,-3%,.,.,-8%,2%,.,7%,6%,2%,-3%
C#CCOCCOCCOCCNc1nc(N2CCN(C(=O)CCCCCCCCCCNC(=O)[C@@H](CCC(=O)O)n3cc(CCCCCN)nn3)CC2)nc(N2CCN(C(=O)CCCCCCCCCCNC(=O)[C@H](CO)n3cc(CCCCCN)nn3)CC2)n1,0%,.,.,0%,1%,.,-9%,0%,5%,?
Cc1cc(C)cc(N(CC(=O)Nc2cccc(C)c2C)S(=O)(=O)c2c(C)[nH]c(=O)[nH]c2=O)c1,-14%,-4%,4%,0%,0%,-3%,-3%,-4%,?,.
COC(=O)c1ccccc1N(C)C(=O)C12CCC(C)(C(=O)O1)C2(C)C (stereo not given),-1%,-12%,1%,0%,-1%,-19%,10%,-10%,1%,-6%
CC1(C)C(=O)Nc2ccccc2N1C(=O)COC(=O)CNS(=O)(=O)c1ccc(F)c(F)c1F,4%,.,.,-2%,-1%,.,?,-4%,2%,2%
O=C(NCc1cccnc1)c1ccc(NS(=O)(=O)c2cccc([N+](=O)[O-])c2)cc1,-23%,.,.,0%,.,.,3%,.,.,-5%
Cc1cc(C)nc(SCc2nnc(SCC(=O)N3CCCc4ccccc43)n2C)n1,12%,0%,-14%,0%,-6%,-17%,3%,0%,5%,-26%
CCC(C)(C)n1nnnc1C(c1ccc(OC)c(OC)c1)N1CCN(C(=O)c2ccco2)CC1 (stereo not given),-13%,-3%,-1%,26%,-2%,-2%,5%,-2%,0%,7%
CC(C)NC(=O)CCn1nc(-c2ccc(Cl)cc2)c2ccccc2c1=O,-3%,-9%,-12%,-7%,-14%,18%,5%,-6%,2%,-3%
Cc1cccc2c(SCC(N)=O)nc(-c3ccccc3)nc12,-2%,8%,-4%,9%,-3%,-17%,4%,4%,3%,?
COc1ccc(-c2[nH]ncc2-c2ccc(Cl)cc2)c(O)c1,4%,9%,?,.,.,8.9µM*,3%,.,0%,.
O=C(CSc1nccc(=O)[nH]1)Nc1ccc2ccccc2c1,-21%,.,.,-2%,.,.,9%,.,.,8%
Cc1ccc(NC(=O)c2nc[nH]c2C(=O)N2CCc3ccccc3C2)cc1,0%,.,.,1%,-1%,.,-1%,1%,6%,9%
O=C(NNS(=O)(=O)c1ccc(F)cc1F)C1Cc2c(ccc3ccccc23)O1 (stereo not given),-74%,1%,?,-6%,-1%,?,-4%,3%,-1%,0%
Cc1ccc2nc(SCC(=O)N3CCCC3)[nH]c2c1,?,-14%,-9%,3.7µM*,2µM*,0%,-9%,1.4µM*,6.7µM*,7%
COc1ccc(-c2nsc3c(N4CCCCC4C)ncnc23)cc1 (stereo not given),-77%,4%,?,-9%,-29%,0.28µM*,3.2µM*,-44%[inhibitor],0.34µM*,-11%
COc1ccc2oc(=O)c(-c3csc(Nc4ccc(O)cc4)n3)cc2c1,-67%,?,?,-1%,0%,?,-12%,14%,3µM*,?
CC1CC(C)CN(C(=O)COC(=O)c2cc3ccccc3oc2=O)C1 (stereo not given),52%,.,.,?,.,.,8%,.,.,?
O=C(Nc1ccc2c(c1)OCO2)C1Cc2ccccc2CN1S(=O)(=O)c1cccs1 (stereo not given),20%,11%,1%,2%,14%,41%,11%,8%,?,?
COc1cccc(CN2CCN(c3ccc(F)cc3)C2=O)c1,80%,-1%,4%,0%,-16%,-5%,-7%,14%,-17%,-1%
O=C(NCCCN1CCOCC1)c1ccc(Cl)c(S(=O)(=O)N2CCCCCC2)c1,-2%[1.84 µM],-1%,4%,-4%,2%,1%,2%,-11%,10%,2%
COc1ccccc1NC(=O)c1sc2nc(Cc3ccccc3)cc(C(F)(F)F)c2c1N,6%,0%,5%,0%,-3%,-7%,.,-1%,5%,-2%
COc1ccccc1C(=O)COC(=O)CCCN=C1NS(=O)(=O)c2ccccc21,-10%,.,.,1%,0%,.,13%,2%,5%,1%
O/N=C/c1ccccc1OCc1ccccc1Cl,-4%,-1%,-5%,2%,3%,-18%,-1%,1%,-5%,9%
O=C(O)c1cccc(N/N=C(\N=Nc2ccccc2)c2ccccc2)c1,1%,.,.,?,?,.,?,?,17µM*,?
COc1ccc(CCNS(=O)(=O)c2ccc3[nH]c(=O)[nH]c3c2)cc1,2%,.,.,8%,.,.,2%,.,.,-10%
Cc1cc(C)n(-c2nnc(C)n2/N=C/c2ccc(O)cc2)n1,3%,-1%,-17%,-4%,-3%,-1%,-2%,-7%,4%,-1%

# Assay outcomes deposited in PubChem BioAssay by National Center for Advancing Translational Sciences (NCATS).
